High-throughput results from PubChem BioAssay.
N370S GC = qHTS Assay for Inhibitors and Activators of N370S glucocerebrosidase as a Potential Chaperone Treatment of Gaucher Disease | Potency, µM (series often up to 59.4 µM), for the others: top-dose activity change, negative = inhibition, usual class: inhibitors | AID 2101, 2009 | N370S GC spleen homogenate, 4MU-glucoside fluorescence | Lysosomal acid glucosylceramidase (Homo sapiens), P04062 | 0.092% of 330,000 active;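 further: 0% = full enzyme activity and -100% = no enzyme basal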
FEN1 inhibitor = qHTS Assay for the Inhibitors of Human Flap endonuclease 1 (FEN1). P39748. Recombinant FEN1 flap cleavage, fluorescence, 15 min. Potency, µM (titrated, usually from 114 µM), without a hit: top-dose activity change, negative = inhibition, hits mostly inhibitors. 0.35% of 390,000 active; further: nearly all actives have a fitted effect of over 65% in size
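Compounds are tested as a concentration series against 10 nM FEN1; after a 15 min room-temperature preincubation, 50 nM substrate starts cleavage, with plate reads at 0 and 15 min. Normalized responses are fitted by a Hill equation.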
GCN5L2 inh = qHTS Assay for Inhibitors of GCN5L2; Histone acetyltransferase KAT2A (Homo sapiens), Q92830; GCN5L2 HAT assay, ThioGlo1 CoA-SH fluorescence; Potency, µM (top dose mostly 58.9 µM), for inactives: at the highest dose activity change, negative = inhibition, hits mostly inhibitors; 0.21% of 390,000 active
Target sequence (Q92830 whole entry, looked up): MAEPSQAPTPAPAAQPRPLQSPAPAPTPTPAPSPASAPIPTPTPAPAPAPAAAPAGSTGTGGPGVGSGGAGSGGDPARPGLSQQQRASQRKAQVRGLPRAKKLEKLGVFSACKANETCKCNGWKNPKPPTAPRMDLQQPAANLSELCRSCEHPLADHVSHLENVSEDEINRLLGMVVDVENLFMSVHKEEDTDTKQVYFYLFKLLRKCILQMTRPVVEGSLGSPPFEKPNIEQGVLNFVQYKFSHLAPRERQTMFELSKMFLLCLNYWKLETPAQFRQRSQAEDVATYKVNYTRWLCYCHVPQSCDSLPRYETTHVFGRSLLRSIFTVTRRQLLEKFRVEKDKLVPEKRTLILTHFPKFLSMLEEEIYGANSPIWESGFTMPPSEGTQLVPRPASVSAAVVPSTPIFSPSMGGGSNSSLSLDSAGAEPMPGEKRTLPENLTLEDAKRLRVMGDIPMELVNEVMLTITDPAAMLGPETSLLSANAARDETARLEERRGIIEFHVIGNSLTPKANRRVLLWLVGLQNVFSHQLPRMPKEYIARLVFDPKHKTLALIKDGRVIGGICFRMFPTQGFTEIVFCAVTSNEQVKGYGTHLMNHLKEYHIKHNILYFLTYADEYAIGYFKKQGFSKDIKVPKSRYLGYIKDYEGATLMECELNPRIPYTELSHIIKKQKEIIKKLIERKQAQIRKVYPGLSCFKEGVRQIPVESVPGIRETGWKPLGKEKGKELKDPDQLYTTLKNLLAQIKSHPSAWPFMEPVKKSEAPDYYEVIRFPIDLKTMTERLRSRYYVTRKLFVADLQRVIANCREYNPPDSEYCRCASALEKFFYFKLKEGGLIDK
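Compounds, pin-transferred from DMSO stocks, meet 20nM GCN5L2 for 15 min before the reaction begins with H3(1-25) peptide (75uM) and acetyl-CoA (70uM). Thiol-reactive ThioGlo1 reports CoA release over 20 min at room temperature.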
The depositor's hits bear a star; ? = inconclusive; · = no result given; & = joins results of further samples; [ ] = dose if it differs, or a comment. The call rests on the fitted dose curve; in most records, active means well fitted curve in the direction sought with a large enough effect; inconclusive means small, poorly fitted or top-dose-only effect, or another doubt; inactive means no such curve, though single readings can be large; an effect the other way counts as inactive or inconclusive. Unless noted, on the % scale 0 is the no-effect control and ±100 the full control effect; potency means the concentration at half of the fitted maximal effect. Only part of the results is shown; count on the stated rates, not on these rows.

molecule | N370S GC | FEN1 inhibitor | GCN5L2 inh
CCc1cc(C(=O)Cc2nc3ccccc3s2)c(O)cc1OCC(=O)O | -10% | -14% | -4%
CCC(=O)N1CCc2cc(S(=O)(=O)NC(CC(C)C)C(=O)NCc3ccc(F)cc3)ccc21 (stereo not given) | · | 0% | -1%
Cc1ccc2c(c1)C1CN(C)CCC1N2C(=S)NC(=O)c1ccc(Br)cc1 (stereo not given) | -20% | -6% | -4%
O=C(c1ccncc1)N1CCC2(CCCN(C(c3ccccc3)c3ccccc3)C2)CC1 | 2% | · | -12%
CCCn1c2c(c(O)c(C(=O)Nc3ccc(OC)cc3)c1=O)CCCC2 | 3% | -13% | -2%
Cc1sc(NC(=O)c2ccc(Br)s2)c(C(N)=O)c1C | 17% | 4% | 4%
CCCc1nnc(SCC(=O)N2CCCCC2)n1CC1CCCO1 (stereo not given) | 0% | 7% | 21%
Cc1cccc(NC(=O)N2CC(=O)Nc3sc4c(c3C2c2ccccc2)CCCC4)c1C (stereo not given) | · | 1% | -5%
COc1ccc(CNC(=O)C2CC(c3ccc(F)cc3)=NO2)cc1 (stereo not given) | 20% | 17% | 4%
CSC1=NSC2=NC(=O)/C(=C/c3coc4ccc(O)cc4c3=O)C(=N)N12 | -12% | 45µM* | -11%
COc1ccc(CNC2C[C@H]3CCCC(=O)N4CC[C@@H](C2)[C@@H]34)cc1 (stereo not given in full) | -4%[89.1 µM] | 13% | -2%
CC(C)c1ccc(NC(=O)c2snc3ccc(Cl)cc23)cc1 | 9% | 1% | 3%

molecule | N370S GC | FEN1 inhibitor | GCN5L2 inh
CC1CCc2c(sc(NC(=O)C3c4ccccc4Oc4ccccc43)c2C(N)=O)C1 (stereo not given) | -6% | 5% | 21%
O=C(c1ccc(NC(=S)NCc2ccco2)cc1)N1CCOCC1 | -11% | 23% | -1%
Cc1ccc(S(=O)(=O)Nc2cccc(C(=O)NCCCn3ccnc3)c2)cc1F | -18% | 29% | -15%
CC(=O)Cc1nsc(Nc2ccc(C)cc2)n1 | 13% | 30% | -5%
CCc1nn(CC(=O)NCCC(C)C)c(=O)c2cc3c(OC)cccc3n12 | 2% | -8% | -10%
O=C(CC(C(=O)O)c1ccccc1)c1cccs1 (stereo not given) | 1% | 7% | -7%
CCOC(=O)c1ccc(Nc2cc(C)nc3ncnn23)cc1 | -15% | 1% | -7%
CC(=O)Nc1ccc(NS(=O)(=O)C(F)(F)F)cc1 | 0% | 0% | 3%
COc1ccc(CNC(=O)c2cc3c(s2)CS(=O)C3)cc1 (stereo not given) | 2% | -1% | -4%
COc1cc2c(cc1OC)C(c1ccc(-c3ccccc3Cl)o1)=NCC2 | -26% | -10% | -3%
C[C@]12c3[nH]c4cc(-c5ccco5)ccc4c3CCN1C(=O)[C@@H](CC(=O)NCC13CC4CC(CC(C4)C1)C3)C[C@@H]2C(=O)N1CCOCC1 | · | -23% | -12%
COc1ccc(C2CC2/C(C)=N/OC(=O)c2cccs2)cc1 (stereo not given) | 18% | 10% | -6%

molecule | N370S GC | FEN1 inhibitor | GCN5L2 inh
CCn1c(SCC(=O)N=Nc2c(O)[nH]c3ccccc23)nc2ccccc21 | 12% | -3% | -2%
CC(=O)Nc1ccc(NC(=S)Nc2ccc(F)cc2)cc1 | 5% | 1% | -2%
COC(=O)c1cc(CSc2nc3ccccc3[nH]2)oc1C | -19% | -8% | 0%
O=C(NCCc1ccccn1)C1CCN(S(=O)(=O)c2ccc(Cl)cc2)CC1 | -4% | -2% | 2%
CCCCNC(=O)Nc1nc2ccc(CC)cc2s1 | 9% | -12% | -8%
COc1ccc(NC(=O)c2ccc(=O)[nH]c2)cc1S(=O)(=O)N1CCCCC1 | -6% | · | 2%
CCOc1ccc(C(=O)CC(Sc2ccc(C)cc2)C(=O)O)cc1 (stereo not given) | 13% | -6% | 10%
COc1ccc(C(=O)N2CCCC(N3CCN(c4ccccc4F)CC3)C2)c(OC)n1 (stereo not given) | -23% | -13% | -27%
O=C(CSc1nc2c(c(=O)[nH]1)CCC2)Nc1ccccc1C(F)(F)F | · | -12% | -2%
Cc1c([C@@H]2C[C@H]3CN(Cc4cccc(Cl)c4)C(=O)[C@]34CCCN24)cnn1C | -10% | -2% | -9%
Cc1ccc(NC(=O)CN(C)C(=O)c2cccc(S(=O)(=O)N3CCCC3)c2)cc1 | · | 5% | -6%
CCOc1cc(N2CCOCC2)c(OCC)cc1NC(=O)COc1ncnc2ccc(Br)cc12 | 18% | 8% | ?

15 neighbouring records already listed:
molecule | N370S GC | FEN1 inhibitor | GCN5L2 inh
CCOC(=O)c1ccc(Nc2cc(C)nc3ncnn23)cc1 | -15% | 1% | -7%
CC(=O)Nc1ccc(NS(=O)(=O)C(F)(F)F)cc1 | 0% | 0% | 3%
COc1ccc(CNC(=O)c2cc3c(s2)CS(=O)C3)cc1 (stereo not given) | 2% | -1% | -4%
COc1cc2c(cc1OC)C(c1ccc(-c3ccccc3Cl)o1)=NCC2 | -26% | -10% | -3%
C[C@]12c3[nH]c4cc(-c5ccco5)ccc4c3CCN1C(=O)[C@@H](CC(=O)NCC13CC4CC(CC(C4)C1)C3)C[C@@H]2C(=O)N1CCOCC1 | · | -23% | -12%
COc1ccc(C2CC2/C(C)=N/OC(=O)c2cccs2)cc1 (stereo not given) | 18% | 10% | -6%
CCn1c(SCC(=O)N=Nc2c(O)[nH]c3ccccc23)nc2ccccc21 | 12% | -3% | -2%
CC(=O)Nc1ccc(NC(=S)Nc2ccc(F)cc2)cc1 | 5% | 1% | -2%
COC(=O)c1cc(CSc2nc3ccccc3[nH]2)oc1C | -19% | -8% | 0%
O=C(NCCc1ccccn1)C1CCN(S(=O)(=O)c2ccc(Cl)cc2)CC1 | -4% | -2% | 2%
CCCCNC(=O)Nc1nc2ccc(CC)cc2s1 | 9% | -12% | -8%
COc1ccc(NC(=O)c2ccc(=O)[nH]c2)cc1S(=O)(=O)N1CCCCC1 | -6% | · | 2%
CCOc1ccc(C(=O)CC(Sc2ccc(C)cc2)C(=O)O)cc1 (stereo not given) | 13% | -6% | 10%
COc1ccc(C(=O)N2CCCC(N3CCN(c4ccccc4F)CC3)C2)c(OC)n1 (stereo not given) | -23% | -13% | -27%
O=C(CSc1nc2c(c(=O)[nH]1)CCC2)Nc1ccccc1C(F)(F)F | · | -12% | -2%

Next part
molecule | N370S GC | FEN1 inhibitor | GCN5L2 inh
Cc1cc(NC(=O)C2CCCN(S(=O)(=O)c3ccc(Br)s3)C2)ccc1Br (stereo not given) | · | 0% | -4%
C=CCn1c(C)csc1=Nc1ccc(C(=O)O)cc1 | -15% | -2% | -2%
CCN(CC)CCN1C(=O)C(=O)/C(=C(/O)c2c(C)[nH]c(C(=O)OC)c2C)C1c1cccc(OC)c1 (stereo not given) | -26% | 10% | -11%
CC(=O)N1CCN(c2ccc(NC(=O)C(c3ccccc3)c3ccccc3)cc2)CC1 | 13µM* | -17% | -6%
Cc1cccc2cc(CN(Cc3nnnn3C3CCCCC3)C3CCCC3)c3nnnn3c12 | 4% | 4% | -4%
COc1cc(/C=N/Nc2nn3cnnc3c3ccccc23)ccc1O | -6% | ? | ?
O=C1OC2(CCCCC2)OC(=O)C1=CNc1nccs1 | -3% | -6% | -5%
Cc1ccccc1OCC(=O)Nc1ccc(-c2nc3ccccc3o2)cc1 | · | 2% | 1%
CC(=O)Nc1nonc1-c1nnc(SCC(=O)Nc2ccc(F)cc2F)n1-c1ccccc1 | · | 13% | 1%
O=C(CN1C(=O)NC2(CCCCC2)C1=O)Nc1cc(C(F)(F)F)ccc1N1CCCC1 | 4% | -2% | -1%
Cc1nc(NC(=O)/C=C/c2ccccc2)sc1C(=O)Nc1ccccc1Cl | · | -8% | -3%
C/C(Cn1nc([N+](=O)[O-])cc1C)=N\NC(=O)c1ccc(C(C)(C)C)cc1 | 10% | 1% | -6%[0.501 µM]

molecule | N370S GC | FEN1 inhibitor | GCN5L2 inh
O=C1CC(NCCC2=CCCCC2)C(=O)N1c1cccc(Cl)c1Cl (stereo not given) | 0% | · | -25%
CCOc1cc(/C=N/NC(=O)C(=O)NC2CC2)cc(Br)c1O | -2% | -2% | -6%
Cc1ccc(S(=O)(=O)N2CCC(C(=O)OCC(=O)Nc3cc(S(C)(=O)=O)ccc3Cl)CC2)cc1C | -1% | 13% | -4%
COc1cccc(CSc2nc3ccncc3[nH]2)c1 | -3% | 19% | -5%
CCOc1ccc(CN2CCNC(=O)C2CC(=O)NCc2csc(C)n2)cc1 (stereo not given) | -16% | -4% | -1%
CCOc1ccc(/C=N/Nc2ccccn2)cc1OC | -7% | -12% | -1%
O=C(NCCC(=O)N1CCCC(C(F)(F)F)C1)c1ccc(Br)cc1 (stereo not given) | -14% | -4% | 2%
COCc1cc(C)nc(NCCO)c1C#N | 11% | -10% | ·
Cc1nnc(SCC(=O)c2ccc(Br)cc2)s1 | 3% | 19% | -2%
Cc1cccc(-c2nc(CS(=O)CC(=O)N3CC(C)CC(C)C3)c(C)o2)c1 (stereo not given) | -5% | -13% | 2%
O=C(O)C1=C[C@H](c2cccs2)C[C@H](OCc2ccc(CO)cc2)O1 | -5% | -9% | -11%
COc1ccc(/C=C2\C(=O)OCc3cc(OC)c(OC)cc32)cc1OC | -7% | -7% | -11%

molecule | N370S GC | FEN1 inhibitor | GCN5L2 inh
CCOC(=O)N1CCC(NCCNC(=O)c2ccccc2)CC1 | -15% | -13%&14% | 1%&2%
COc1cc(OC)cc(C(=O)NCCS(=O)(=O)N2CCN(Cc3ccccc3)CC2)c1 | -5% | -3% | -14%
CCOc1ccc(CNC(=O)CCCn2nc(C)c3c(C)n(-c4ccc(C)cc4)nc3c2=O)cc1 | 0% | -14%&3% | -7%&-19%
Cc1ccc(S(=O)(=O)c2cnc3cc(C)nn3c2N)cc1 | 9% | -2% | -4%
NC(=O)C1CCN(c2nc(-c3cccs3)cs2)CC1 | · | -8% | -3%&-3%
CCCCCC(=O)Nc1cccc(C2=NOC3(C2)C[C@H](C(N)=O)N(C(=O)c2ccccc2)C3)c1 (stereo not given in full) | 8% | 11% | 22%
NC(=O)c1ccc2c(c1)OCCO2 | 27% | 3% | 0%
CCCC(C(=O)NCc1ccco1)N(C(=O)CNS(=O)(=O)c1ccccc1)c1ccccc1OC (stereo not given) | 13% | -5% | ?
Cc1cc(NC(=O)CN2C(=O)NC(CC(C)C)C2=O)ccc1Br (stereo not given) | · | 3% | -6%
COc1ccc(OC(=O)c2cccc([N+](=O)[O-])c2)c(C(=O)/C=C/c2cccs2)c1 | -12% | -11% | 0%[0.501 µM]
c1csc(-c2nc3ccccc3[nH]2)c1 | 6% | -5% | -1%
Cc1cc(C(=O)CSc2nnc3c(Cl)cc(Cl)cn23)c(C)n1C | 9% | -11% | 0%

molecule | N370S GC | FEN1 inhibitor | GCN5L2 inh
COCCn1c(=O)c2ccccc2c2ccccc2c1=O | 9% | -14% | -12%
COc1ccc(CCNC(=O)c2cc(C(=O)c3cc(C)ccc3O)cn(CCc3ccc(OC)cc3)c2=O)cc1 | -1% | -5% | -5%
CC(C)(C)OC(=O)NCCCC[C@@H](C(=O)N1CCN(C(=O)OC(C)(C)C)CC1)n1cc(CCC(=O)O)nn1 | -1% | 5% | -3%
O=C1OC2(c3cc(I)c(O)c(I)c3Oc3c2cc(I)c(O)c3I)c2c(Cl)c(Cl)c(Cl)c(Cl)c21 | 0% | · | 3.2µM*
CSc1nnc(-c2cnccn2)n1C | -5% | -8% | 1%
Cc1ccc(C(=O)N2CCCC(C(F)(F)F)C2)cc1S(=O)(=O)N1CCOCC1 (stereo not given) | · | -1% | -3%
COC(=O)COc1ccc(C2NC(=O)NC(c3ccccc3)=C2C(C)=O)cc1Br (stereo not given) | -2% | 18% | -25%
COc1ccc(C(=O)CN2CCN(S(=O)(=O)c3cccc([N+](=O)[O-])c3)CC2)cc1OC | -9% | -3% | 18%
Cc1c(S(=O)(=O)N2CCCC(C(=O)O)C2)cnn1C (stereo not given) | 12% | 2% | 0%
O=C(C1=C(O)C(=O)N(CCN2CCOCC2)C1c1ccc(F)cc1)c1cccs1 (stereo not given) | -4% | 24% | -4%
CC1CCCCC1NC(=O)CCNS(=O)(=O)c1ccc2c(c1)CCC(=O)N2 (stereo not given) | -7% | 18% | 6%
CCOc1ccccc1C(=O)NC1CC2CCCC(C1)N2C1CC1 (stereo not given) | 6% | -2% | -9%
COc1ccc(NC(=O)c2cccc(Cl)c2)c[n+]1[O-] | -12% | -2% | -3%
